# esBAF inh: blocks esBAF chromatin remodeling in mouse ES cells; Bmi1-luciferase knock-in reporter, 24 h; 100% = twice the neutral-well signal; 350,000 compounds, 2% hits; AID 602393; reporter increase, % at 12.5 µM; in the data active = activation above about 40%; inconclusive = no clear call, values can overlap the other calls;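 also: 0% = median of the plate's neutral control wells and 100% = double that signal; a rise in the Bmi1 reporter signal indicates esBAF inhibition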
# E-selectin induc: E-selectin induction on HUVECs; HUVEC E-selectin immunofluorescence imaging; normalized: neutral wells 0, TNF-alpha wells 100; activation, % at 7.58 µM; 260,000 compounds, 0.37% hits; P16581; AID 686992;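 active = mean E-selectin-positive cell signal at least 10% of the positive control, reached in at least 60% of replicates, without over 20% cell loss; inconclusive = no rule given, readout overlaps actives, possibly toxicity-flagged; inactive = the rest, including those meeting only one limit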;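 also: in these data hits start at about 27%; measured in HUVEC primary endothelial cells; signal is the percent of cells scored E-selectin positive by PE staining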
# Target sequence (P16581 whole entry, looked up): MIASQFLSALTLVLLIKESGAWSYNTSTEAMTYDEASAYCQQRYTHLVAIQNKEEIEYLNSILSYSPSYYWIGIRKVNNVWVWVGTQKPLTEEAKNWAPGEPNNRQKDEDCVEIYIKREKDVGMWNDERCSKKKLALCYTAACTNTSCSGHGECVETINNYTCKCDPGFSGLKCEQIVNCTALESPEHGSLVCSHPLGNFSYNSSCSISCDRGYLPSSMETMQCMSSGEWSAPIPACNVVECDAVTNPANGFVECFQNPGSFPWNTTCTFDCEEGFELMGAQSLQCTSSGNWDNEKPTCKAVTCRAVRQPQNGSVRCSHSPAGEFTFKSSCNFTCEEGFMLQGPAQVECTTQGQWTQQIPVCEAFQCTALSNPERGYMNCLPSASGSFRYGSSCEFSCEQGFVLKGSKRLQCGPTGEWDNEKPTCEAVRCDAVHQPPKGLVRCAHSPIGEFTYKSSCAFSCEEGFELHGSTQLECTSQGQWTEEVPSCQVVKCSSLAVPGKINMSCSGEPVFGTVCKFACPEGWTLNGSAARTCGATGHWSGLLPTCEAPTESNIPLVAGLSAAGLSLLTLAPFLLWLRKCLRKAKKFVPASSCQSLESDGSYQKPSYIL
#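 material = human umbilical vein endothelial cells (HUVEC), E-selectin induction | quantity = 3,000 cells/well | medium = EGM-2 growth medium on 0.1% gelatin-coated wells | technique = immunofluorescence imaging | read-out basis = % PE-positive cells | control set = TNF-alpha positive control, DMSO neutral control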
# RAD54 branch: blocks human RAD54 Holliday junction branch migration; inhibition, % at 10.4 µM; 360,000 compounds, 0.14% hits; FAM/BHQ fluorescence; Q92698; AID 602329;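 active = mean normalized replicate activity at least 40 and at least half of replicates scoring 40 or more; inconclusive = only one of the two criteria met; inactive = mean below 40 and under half of replicates reaching 40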;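 also: 0% = median of neutral control wells and 100% = median of positive control wells; inhibitors cause a drop in the FAM fluorescence signal; in these data hits start at about 50%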
# ERp5 inh: ERp5 (human) disulfide isomerase inhibition | ERp5 insulin aggregation, absorbance 650 nm, 90 min | inhibition, % at 9.99 µM | 350,000 compounds, 0.05% hits;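 active = mean replicate inhibition above about 25%, with every replicate also reaching it, limit read from the data, passing the limit was not always enough; inconclusive = only one of those two criteria met; inactive = neither criterion met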
# Target sequence (Q15084 whole entry, looked up): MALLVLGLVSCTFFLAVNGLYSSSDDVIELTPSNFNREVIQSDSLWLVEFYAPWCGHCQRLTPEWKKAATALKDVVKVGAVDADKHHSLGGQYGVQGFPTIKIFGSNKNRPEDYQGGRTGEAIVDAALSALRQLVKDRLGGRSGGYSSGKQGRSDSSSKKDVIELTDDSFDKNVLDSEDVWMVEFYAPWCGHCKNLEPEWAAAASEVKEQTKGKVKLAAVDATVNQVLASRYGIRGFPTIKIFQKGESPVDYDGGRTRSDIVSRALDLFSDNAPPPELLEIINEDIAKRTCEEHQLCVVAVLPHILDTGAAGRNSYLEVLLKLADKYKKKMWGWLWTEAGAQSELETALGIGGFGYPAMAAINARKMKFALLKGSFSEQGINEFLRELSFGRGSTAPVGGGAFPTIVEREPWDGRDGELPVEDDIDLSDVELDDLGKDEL
# XiGFP reactiv: X-chromosome reactivation activator | XiGFP mouse fibroblasts, % GFP-positive cells imaging, 3 d; cells co-treated with 5-aza-dC sensitizer; scaled so ellipticine positive control = 100% | activation, % at 7.58 µM | 360,000 compounds, 0.055% hits | AID 743238;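 active = mean normalized replicate activation at least 10% and every replicate at or above 10%; inconclusive = only one of the two criteria met; inactive = mean below 10% and not all replicates reach 10%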;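 also: 0% = median of on-plate neutral control wells and 100% = ellipticine 6 µM median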
#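 System: SV40-immortalized XiGFP fibroblast cells, line 68-5-11 / Incubation: 3-day compound exposure, then 15 min fixation at room temperature / Compound: single concentration per compound, delivered by pin transfer / Buffer or medium: DMEM plus 5-aza-dC sensitizer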
# S100A4 inh HTS: S100A4-myosin IIA interaction inhibition; P26447; S100A4/TAMRA-MyoIIA peptide fluorescence polarization; inhibition, % at 10.7 µM; 360,000 compounds, 0.14% hits; AID 652163;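 active = mean inhibition of at least 70% across replicates, with every replicate also reaching that level; inconclusive = mean inhibition reaches 70% but some replicates fall short; inactive = mean inhibition below 70%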
#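 Test system – S100A4 monomer (human) · Compound – single-point compound testing · Schedule – 5 min incubation before reading · Probe or stimulus – TAMRA-labelled myosin IIA heavy-chain peptide probe, 5 nM · Benchmarks – neutral control DMSO, positive control TFP · Medium – Calcium-containing HEPES buffer, pH 7.2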
# RAD52 inh: blocks human RAD52 DNA annealing | inhibition, % at 18.7 µM | recombinant RAD52 DNA annealing, FRET fluorescence | 360,000 compounds, 0.46% hits;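 active = every replicate showing at least 50% inhibition; inconclusive = mean inhibition at least 50% but not in every replicate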
# ERAP1 HTS inh: ERAP1 (human) enzyme inhibition. Q9NZ08. recombinant ERAP1, Leu-AMC fluorescence, 60 min. inhibition, % at 10.7 µM. 340,000 compounds, 0.15% hits;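 active = mean replicate inhibition of at least 30%, or all replicates individually reaching that 30% level; inactive = mean below 30% and not every replicate reaching it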;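 also: 0% = neutral control wells and 100% = L-leucinethiol positive control wells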
# Starred values were filed as active, the others as inactive; ? = inconclusive; / = no result given.
# Values run as follows: RAD52 inh, esBAF inh, ERAP1 HTS inh, ERp5 inh, E-selectin induc, S100A4 inh HTS, RAD54 branch, XiGFP reactiv
O=S(=O)(c1ccc(Cl)cc1)N1CCCC1c1cccnc1 (configuration not stated)
 : -12, 9, 0, 1, 0.3, -3, -1, 0.1
Fc1ccc(CNCCc2ccccc2F)cc1
 : -2, /, -2, -3, 1.2, 1, /, -0.1
C=CCn1c(O)c(C(C)=NCc2ccc3c(c2)OCO3)c(=O)[nH]c1=O
 : -10, /, -3, -8, 0.5, -8, /, ?
COC(=O)CCCC(NC(=S)N1CC2C[C@@H](C1)Cn1c2cccc1=O)C(=O)OC (some centres not stated)
 : -3, -2, -3, 0, 3.3, -1, -6, 0.0
C[C@]12CCC3C(CC[C@H]4C[C@H](O)CC[C@]34C)C1C[C@H](O)[C@@H]2O (some centres not stated)
 : -2, 1, 2, 2, -0.8, -2, -12, 0.0
COC(=O)[C@@H]1[C@@H](CO)[C@@H]2Cn3c(ccc(-c4ccc(F)cc4)c3=O)[C@H]1N2C(C)=O
 : -8, 3, -1, -1, -0.2, -1, 1, 0.0
CSc1ccc(C(c2c(O)c3ccccc3oc2=O)c2c(C)n(C)n(-c3ccccc3)c2=O)cc1 (configuration not stated)
 : 4, 5, /, -4, 0.2, -5, -16, 1.4
CC1CCN(CCc2nc3ccccc3[nH]2)CC1
 : -6, -5, 0, 1, 0.1, 3, 6, 0.0
C[C@]12CCC3C(CC[C@H]4C[C@@H](O)CC[C@]34C)C1C[C@@H](Br)[C@H]2O (some centres not stated)
 : -12, -2, -1, 2, 0.0, 18, -5, 0.0
O=C(C[N+]12CCC(CC1)C(OC(=O)c1ccccc1)C2)c1ccc([N+](=O)[O-])cc1 (configuration not stated)
 : -2, -2, 3, 1, 0.0, 0, /, 0.0
O=C1CNC[C@H]2[C@@H](c3ccc(Br)cc3)[C@H](CO)N12
 : 14, /, -3, -1, 0.1, 2, /, 0.0
CN1CCc2nc(SCc3cccc(Br)c3)c(C#N)cc2C1
 : -20, /, 1, 0, 0.2, 2, /, 0.1
CCOP(=O)(OCC)C(NC(=O)c1ccc(C)cc1)=C(Cl)Cl
 : -19, /, 0, 6, -0.2, 0, /, 0.2
O=c1[nH]c(=S)n(-c2ccccc2F)c(O)c1C=Nc1ccc(N2CCOCC2)cc1
 : -119, /, -1, 0, /, -2, /, 0.0
COC(=O)Nc1nc2ccccc2[nH]1
 : -9, /, -4, -6, /, 2, /, 0.1
COC(=O)C1=C(c2cccc(C#N)c2)C[C@@H]2CC[C@H]1N2C(=O)NC1Cc2ccccc2C1
 : -4, 7, -1, 3, -0.1, -2, -2, 0.0
OC(CNCc1ccccc1)c1ccc(Cl)cc1 (configuration not stated)
 : -21, 6, 1, 5, 1.6, -9, -9, 0.0
COC(=O)C1=C(c2ccc(F)cc2OCc2ccccc2)C[C@@H]2CC[C@H]1N2C(=O)NC(C)C
 : -7, 0, 2, -2, 0.0, -2, 0, 0.0
COc1ccc(C#Cc2ccc([C@@H]3[C@H]4CN(C(=O)Cc5ccncc5)CCCCN4[C@H]3CO)cc2)cc1
 : -74, /, -1, -3, 0.2, -1, -16, -0.1
CC(=O)Nc1nc(CCl)cs1
 : 9, -3, 0, 5, /, 20, /, 0.1
CO[C@H]1CC=C2CCN3CCC4=C(CC(=O)OC4)[C@]23C1
 : 5, 1, -4, -9, 0.7, -1, -4, 0.4
CCCNC(=O)N1CCC2(CC1)OCCO2
 : -8, -4, 1, 8, /, 2, /, 0.3
Cn1c(O)c(Cc2ccc(OCc3ccccc3)cc2)c(=O)n(C)c1=O
 : -2, 15, -6, 0, -0.2, -1, -16, 0.0
COC1C(OC(=O)c2ccc(C)[nH]2)C(O)C(Oc2ccc3c(O)c(NC(=O)c4ccc(O)c(CC=C(C)C)c4)c(=O)oc3c2Cl)OC1(C)C (configuration not stated)
 : -1, -3, 2, 3, /, 4, 19, /
COC(=O)C1=C(c2ccc(OC)c(OC)c2)C[C@@H]2CC[C@H]1N2C(=O)NC1CC1
 : -5, 7, 2, 1, -0.1, -4, -10, 0.0
NC(Cc1ccccc1)c1csc(Nc2ccccn2)n1 (configuration not stated)
 : -14, /, 5, -2, 0.3, -19, 7, 0.6
CN(C(=O)Oc1cccc2ccccc12)C1C=CCC1 (configuration not stated)
 : -7, 28, -3, -10, 0.3, -4, 3, 0.1
O=C1OC(c2ccc([N+](=O)[O-])cc2)=N/C1=C/N1CC2CC(C1)c1cccc(=O)n1C2 (configuration not stated)
 : -7, /, -9, 4, /, -2, /, -0.1
COc1ccc(CCn2c(O)c(C=NCCCn3ccnc3)c(=O)[nH]c2=O)cc1OC
 : -3, 0, 3, 0, /, -3, 6, /
Cc1ccc(C(O)(C(=O)NNC(=O)CN2CCN(C)CC2)c2ccc(C)cc2)cc1
 : -7, /, 2, -2, /, -4, /, 0.0
COc1ccc(-n2nnnc2C(c2ccnc3ccccc23)N2CCC(n3c(=O)[nH]c4ccccc43)CC2)cc1 (configuration not stated)
 : 1, 0, /, 6, /, 1, -8, 0.0
CC(C)(C)NC(=O)NC(=O)CN1CC=C(c2ccccc2)CC1
 : -54, 0, 0, -2, -0.5, -6, 2, -0.6
COC(=O)C1=C(c2c(C)noc2C)C[C@@H]2CC[C@H]1N2C(=O)NCC1CC1
 : -4, -2, /, ?, 0.0, -1, -9, 0.0
CCOC(=O)C(O)(c1ccc(N=Cc2ccccc2O)c(C)c1)C(F)(F)F (configuration not stated)
 : -10, -3, -3, 5, /, -8, /, 0.2
CCC(=NCCCN1CCOCC1)c1c(O)n(-c2ccccc2C)c(=O)[nH]c1=O
 : 6, /, -11, /, /, 21, /, 0.4
Cn1cc(C(=O)OCC(=O)NC2CCCC2)c2ccccc21
 : -12, 0, 1, -5, 0.3, -2, 1, 1.3
COc1ccc(/C=N\N=C(N)N)cc1
 : 0, /, -7, 2, /, -1, /, 0.0
O=C(Cc1ccncc1)N1CCCCN2[C@H](CO)[C@H](c3ccc(C#Cc4ccccc4F)cc3)[C@@H]2C1
 : /, 3, /, /, 0.0, /, -10, 0.1
CCOP(=O)(OCC)C(NC(=O)c1ccccc1)C(Cl)(Cl)Cl (configuration not stated)
 : -10, /, -4, 6, /, 0, 1, 0.0
N#Cc1c(N2CCNCC2)nc(-c2ccco2)c2c1CCCC2
 : 18, /, 45*, 4, /, -10, 23, 0.0
CSc1ncc(CN2CCCC(C(=O)c3ccccc3SC)C2)cn1 (configuration not stated)
 : -7, /, 3, 0, 2.7, 2, -9, 0.0
Clc1ccc(OCC#CCN2CCCC2)cc1
 : -9, /, 0, -2, /, -2, /, 0.1
N/C(=N\[N+](=O)[O-])N1CCN(C(=O)c2ccccc2)CC1
 : -3, /, 4, -3, /, 0, /, 0.0
COc1ccc(OCC(=O)N2CCN(Cc3ccc4c(c3)OCO4)CC2)cc1
 : 0, -3, 3, 4, /, 1, 10, 0.7
CCCCCCNc1nc(OC)nc(N2CC3CC(C2)c2cccc(=O)n2C3)n1 (configuration not stated)
 : 0, 8, -1, -2, 7.1, -3, -6, 0.1
CN1CC(C(=O)c2ccc(Cl)cc2)C(c2ccccc2)C1 (configuration not stated)
 : -3, /, -6, 0, /, 0, /, 0.2
COC(=O)[C@@H]1[C@@H](CO)[C@@H]2Cn3c(cccc3=O)[C@@H]2N1CC1CC1
 : -7, 0, -2, -3, -0.2, 5, -2, 0.0
COC(=O)[C@]1(C)C[C@H]1[C@H](NP(=O)(c1ccccc1)c1ccccc1)c1ccccc1
 : -14, -6, 3, 5, -0.1, 84*, -5, -0.1
O=c1[nH]c(=O)n(-c2cccc3ccccc23)c(O)c1/C=N/N1CCCCC1c1cccnc1 (configuration not stated)
 : -152, -2, 3, -1, -0.1, -9, -15, 0.1
O=C(c1cn(Cc2ccccc2)c2ccccc12)C1CC1
 : -15, /, -3, 2, -1.9, 0, -15, 0.0
CCCCOC(=O)c1ccccc1C(=O)OCc1ccccc1
 : -6, 8, -4, 0, /, 0, -14, /
CCOc1cccc(=NC2CCCCC2)c2c(C)n(C)c(C)c12
 : 18, /, 0, 1, 13, -6, 21, 0.1
O=C(O)[C@@H]1[C@@H](CO)[C@@H]2Cn3c(ccc(-c4ccncc4)c3=O)[C@H]1N2C(=O)C1CCCC1
 : -34, /, -6, -3, -0.5, 7, /, -0.1
Cc1cc(Cc2c(O)[nH]c(=S)[nH]c2=O)ccc1OC(C)C
 : -1, -5, -2, 1, /, 11, 9, 0.0
COC(=O)[C@@H]1[C@@H](CO)[C@@H]2Cn3c(ccc(-c4cccc(F)c4)c3=O)[C@H]1N2Cc1cccnc1
 : -8, -2, 0, -2, -0.1, -7, -11, 0.2
CN1CCN(c2nc(N)cc(=O)[nH]2)CC1
 : 21, -6, -1, -10, 9.1, -5, 1, 0.0
CC(=NCc1cccnc1)c1c(O)n(-c2ccccc2C)c(=O)[nH]c1=O
 : -7, 0, 1, 1, /, -2, -10, /
COc1cc2c(c(OC)c1OC)-c1ccc(O)c(=O)cc1[C@@H](NC(C)=O)CC2
 : -18, -53, 4, 13, 1.4, -3, -11, 0.0
CCOP(=O)(OCC)C(NC(=O)Cc1ccccc1)C(Cl)(Cl)Cl (configuration not stated)
 : -7, /, /, 4, 1.6, -1, /, 0.4
CC=Cc1ccc2n(c1=O)C[C@H]1[C@H](CO)[C@@H](C(=O)N(C)C)N[C@@H]21 (mixture of isomers)
 : 4, 3, 4, 14, 0.1, 9, -11, 0.1

# (next part)
# Values run as follows: RAD52 inh, esBAF inh, ERAP1 HTS inh, ERp5 inh, E-selectin induc, S100A4 inh HTS, RAD54 branch, XiGFP reactiv
Cc1ccc(C(C)C)c(OCC(=O)N2CCN(Cc3nc4cc([N+](=O)[O-])ccc4n3C)CC2)c1
 : -6, /, -3, 1, /, 0, /, 0.2
CC1(C)CCCN1CCC(C(N)=O)(c1ccccc1)c1ccccc1
 : -14, -3, 0, -1, 0.7, -9, /, 0.2
COC(=O)c1ccc(CC(C(=O)c2ccccc2)N(C)C)cc1 (configuration not stated)
 : -27, 33, 1, 2, 0.2, -9, -4, 0.2
COC(=O)C1=C(c2c(C)noc2C)C[C@@H]2CC[C@H]1N2C(=O)N1CCCC1
 : -2, 3, -4, -4, -0.2, 1, -14, 0.0
Nc1cc(C(=O)Nc2ccccc2F)ccc1N1CC2CC(C1)c1cccc(=O)n1C2 (configuration not stated)
 : 12, 9, 1, 0, 0.3, 14, -7, 0.1
N#Cc1ccc(OCC(=O)N2CCN(Cc3ccc4c(c3)OCO4)CC2)cc1
 : -10, -5, 2, -4, 0.0, -2, 5, 0.0
CCOc1c(Cl)cc(CNCCc2c[nH]c3ccccc23)cc1OC
 : 3, -4, -1, 3, 0.1, -6, /, -0.2
COC(=O)C1=C(c2ccccc2OCc2ccccc2)C[C@@H]2CC[C@H]1N2C(=O)NCCOc1ccccc1Cl
 : -12, -2, -5, 0, 0.0, -2, 1, 0.0
CC1CN(CC(=O)c2ccccc2Cl)CC(C)O1 (configuration not stated)
 : -3, 6, 0, 1, -0.2, -4, -4, 0.0
O=C1NC(=O)C(=Cc2ccc(Cl)cc2)C(=O)N1
 : -25, /, 12, -1, -0.1, 5, /, 0.0

# Screens (PubChem BioAssay)

# This is a subset; rates above refer to the full screens.
